Source: PubChem
CAL PDZ FP-1: inhibitors of human CAL PDZ peptide binding. Q9HD26. purified CAL PDZ, TMR-peptide fluorescence polarization, 1 h. inhibition, % at 24.9 µM. 300,000 compounds, 0.92% hits. AID 602252;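 active = mean inhibition of at least 30% with at least half of replicates also reaching 30%; inconclusive = no clear call, values can overlap the other calls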;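 note: 0% = DMSO neutral control and 100% = excess unlabeled competitor peptide PRC23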
CAL PDZ FP-2: blocks peptide binding to human CAL PDZ domain | Q9HD26 | purified CAL PDZ, TMR-peptide fluorescence polarization, 1 h | inhibition, % at 20 µM | 330,000 compounds, 0.02% hits | AID 504414;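 active = highest replicate inhibition of at least 40%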;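 note: plate controls were DMSO neutral control wells for no effect and unlabeled competitor peptide control wells for full effect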
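Material: tagged CAL PDZ domain; buffer or medium: 25 mM sodium phosphate pH 7.4, 150 mM NaCl, TCEP, IgG, Thesit; compound dosing: single point, 20 µM; schedule: 1 h incubation at room temperature before polarization reading; measured by: FP readout, S and P plane fluorescence; read-out basis: percent inhibition from loss of millipolarization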
Cardiac RTF inh: cardiac RTF calcium desensitization; IANBD-labeled cardiac RTF, Ca2+ fluorescence; 340,000 compounds, 0.12% hits; inhibition, % at 7.15 µM;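 active = inhibition above the mean inhibition of all tested compounds plus 3 SD, cut at about 17% in these data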;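 note: assay run at fixed EC70 calcium of 1.6 mM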
RTF Ca sens act: cardiac RTF calcium sensitization; P19429+P45379; IANBD-labeled TnC RTF fluorescence at EC20 calcium; 0% EC20 calcium, 100% full calcium; activation, % at 7.2 µM; 340,000 compounds, 0.24% hits;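 active = activation above the mean over all tested compounds plus 3 SD, cut at about 30% in these data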;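 note: rise in fluorescence read as greater calcium sensitivity of cardiac thin filaments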
SR-BI uptake up: SR-BI HDL lipid transfer activation; activation, % at 12.5 µM; AID 504775; CHO ldlA[mSR-BI] cells, DiI-HDL uptake fluorescence, 3 h; 100 = double the neutral-control signal; 320,000 compounds, 0.096% hits;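 active = mean replicate activation of at least 60% and every replicate at or above 60%; inconclusive = mean or all-replicate condition met, but not both; inactive = mean below 60% and not all replicates reaching 60%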;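 note: 0% = median plate neutral-control signal and 100% = twice that signal; values of inactives mirror those of a sister screen read the other way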
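Test system: SR-BI-overexpressing, LDLR-lacking CHO cells; Also added: labelled HDL, 10 µg/mL; Measured by: bottom-read cell fluorescence after medium removal, ex 550/em 595 nm; Timing: 3 h uptake period with compound, 37 °C; Buffer or medium: F12, 0.5% BSA, 25 mM HEPES; Doses: single compound concentration, delivered by pin transfer.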
Keap1-Nrf2 PPI: inhibitors of human Keap1-Nrf2 protein-protein interaction | Q14145 | Keap1 Kelch-Nrf2 peptide fluorescence polarization, 1536-well | inhibition, % at 9.4 µM | 340,000 compounds, 0.15% hits; in the data active = inhibition above about 12%; inconclusive = no clear call, values can overlap the other calls; inactive = below about 7.3%;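 note: human Keap1 Kelch domain with fluorescein labeled Nrf2 9mer peptide probe; 0% = neutral control wells and 100% = peptide positive control; higher means more block of Keap1 binding to Nrf2 peptide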
LANA DNA inh: inhibitors of KSHV LANA C-terminal domain DNA binding; inhibition, % at 9 µM; MBP-C-LANA/FAM-LBS DNA binding, fluorescence polarization; 340,000 compounds, 0.078% hits;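 active = highest replicate inhibition at or above 60% at 9 µM, even if other replicates fall short; inactive = all replicates below 60% inhibition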;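 note: 0% = neutral control wells and 100% = 4 µM acridine orange control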
DAGLB inh: blocks human DAGLB lipase activity; HEK293T DAGLB membrane lysate, EnzChek fluorogenic substrate; inhibition, % at 5.17 µM; AID 504411; 340,000 compounds, 0.059% hits; Q8NCG7; in the data active = inhibition above about 34%;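 note: 0% = enzyme with vehicle and 100% = wells lacking enzyme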
Target sequence (Q8NCG7 whole entry, looked up): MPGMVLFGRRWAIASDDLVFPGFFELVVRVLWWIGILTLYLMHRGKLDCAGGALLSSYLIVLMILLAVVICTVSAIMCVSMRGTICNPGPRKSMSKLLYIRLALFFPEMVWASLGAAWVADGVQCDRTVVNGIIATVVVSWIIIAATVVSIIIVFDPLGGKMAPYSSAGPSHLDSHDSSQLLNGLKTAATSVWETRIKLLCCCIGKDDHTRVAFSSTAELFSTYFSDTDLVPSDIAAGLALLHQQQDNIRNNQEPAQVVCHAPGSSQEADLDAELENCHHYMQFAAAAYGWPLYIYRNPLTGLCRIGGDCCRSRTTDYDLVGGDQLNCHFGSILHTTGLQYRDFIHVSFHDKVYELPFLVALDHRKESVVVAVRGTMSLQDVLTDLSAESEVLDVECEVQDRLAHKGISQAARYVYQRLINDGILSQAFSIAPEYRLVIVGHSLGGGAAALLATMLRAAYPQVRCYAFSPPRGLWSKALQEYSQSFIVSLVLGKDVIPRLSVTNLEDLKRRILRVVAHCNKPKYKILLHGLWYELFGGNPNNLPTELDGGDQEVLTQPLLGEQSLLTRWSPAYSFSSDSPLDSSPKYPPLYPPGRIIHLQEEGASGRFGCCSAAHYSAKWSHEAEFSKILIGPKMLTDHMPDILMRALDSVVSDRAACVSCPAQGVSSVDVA
Rtt109 HAT inh: blocks Candida albicans Rtt109/Vps75 acetyltransferase activity; Q5AAJ8; purified Rtt109/Vps75, ThioGlo CoA-SH fluorescence, 4 h; inhibition, % at 34.9 µM; 330,000 compounds, 0.16% hits;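 active = inhibition of at least 50% in every replicate; inconclusive = best replicate reaches 50% inhibition but some replicates fall short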
Target sequence (Q5AAJ8 whole entry, looked up): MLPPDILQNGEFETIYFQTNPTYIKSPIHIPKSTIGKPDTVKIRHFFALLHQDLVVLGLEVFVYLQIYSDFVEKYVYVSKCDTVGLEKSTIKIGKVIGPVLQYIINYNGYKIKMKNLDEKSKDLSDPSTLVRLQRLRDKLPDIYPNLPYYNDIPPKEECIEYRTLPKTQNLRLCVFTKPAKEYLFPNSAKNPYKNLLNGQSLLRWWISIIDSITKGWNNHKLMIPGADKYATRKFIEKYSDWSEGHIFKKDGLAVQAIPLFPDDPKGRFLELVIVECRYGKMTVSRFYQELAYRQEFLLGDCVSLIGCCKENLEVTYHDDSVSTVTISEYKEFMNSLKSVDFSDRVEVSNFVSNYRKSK
PKA-R2B activ: activators of human PKA-R2B complex | P22694+P31323 | PKA-R2B holoenzyme dissociation, Cy5-IP20 fluorescence polarization; R2B truncated from residue 108, S112A mutant; 0% DMSO only, 100% 113 µM cGMP | activation, % at 11.4 µM | 340,000 compounds, 0.079% hits | AID 504700;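 active = activation above a cutoff set at the mean over all compounds plus 3 SD, cut at about 18% in these data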;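 note: higher means more holoenzyme dissociation and a rise in polarization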
Numbers without * were called inactive; u = inconclusive; x = no result given.

SMILES	CAL PDZ FP-1	CAL PDZ FP-2	Cardiac RTF inh	RTF Ca sens act	SR-BI uptake up	Keap1-Nrf2 PPI	LANA DNA inh	DAGLB inh	Rtt109 HAT inh	PKA-R2B activ
CCN1/C(=C/c2ccc3cc(C)ccc3[n+]2CC)Sc2cc(C)c(C)cc21	2	13	-193	36*	-62	-6	-39	-1	96*	-8
Cc1nn(CC(=O)Nc2ccc(C(=O)N(C)C)cc2)c(=O)c2ccccc12	2	-1.5	-1	6	-2	-5	-0.8	0	-3	-4
Clc1cccc(-c2ccc(C3Nc4cccc5cccc(c45)N3)o2)c1	7	0.6	0	5	-24	-2	-2.0	6	-1	11
CCCn1c(N)c(N2CCCCC2)c(=O)n(CC(=O)Nc2ccccc2)c1=O	-1	-1.1	-5	-5	8	4	-0.5	-2	7	2
Cc1ccc(S(=O)(=O)NN2C(=O)c3ccccc3NC2c2cccc(O)c2)cc1 (centres undefined)	-7	-0.8	x	x	12	2	0.4	x	-17	x
O=C(O)C1CCCCC1C(=O)NCCc1ccc(F)cc1 (centres undefined)	x	0.2	5	-7	12	2	-0.3	-1	2	-4
CCOC(=O)N1CCN(c2ccc(S(=O)(=O)N3CCOCC3)cc2[N+](=O)[O-])CC1	2	0.3	5	-5	-8	x	x	2	x	-12
CN1CCN(S(=O)(=O)c2cccc(C(=O)N3CCc4ccccc43)c2)CC1	2	0.5	4	-2	8	-2	-0.5	-3	16	-7
NS(=O)(=O)c1cccc(NC(=O)CSc2n[nH]c(-c3ccccc3Br)n2)c1	x	-3.7	-2	-6	4	4	-0.3	-3	6	-6
COc1cc(OC)cc(-c2c(C#Cc3ccsc3)c3cc(-c4ccc(CN5CCOCC5)cc4)ccc3n2C)c1	1	-0.8	-16	2	3	0	-0.8	-3	-10	3
O=c1oc2ccccc2c(NC2CCCCC2)c1NS(=O)(=O)c1ccc(F)cc1	x	0.0	9	1	-36	-4	-1.1	3	28	5
Cc1ccc(C(=O)NCCCNc2ccccc2[N+](=O)[O-])cc1	x	0.6	-1	6	-12	-4	0.2	2	6	0
COc1cc(-c2nnn(CC(=O)N3CCOCC3)n2)cc(OC)c1OC	-1	0.7	-2	5	8	1	-0.6	-4	-23	-4
C#CCn1cnc2c(cnn2-c2ccc(C)c(C)c2)c1=O	-1	-2.5	2	0	5	-2	0.0	-5	7	12
CCOc1ccc(N(C(C)C(=O)N/N=C(\C)C(C)(C)C)S(C)(=O)=O)cc1 (centres undefined)	-3	0.5	-13	-7	10	-5	-0.1	0	7	-8
Cc1cc(C)n(-c2ccc(C(=O)NCc3ccc4c(c3)OCO4)cc2)n1	5	x	4	4	u	-1	-1.7	-1	-3	-1
COc1ccc(CC(=O)NNC(=O)COc2ccc(F)cc2)cc1S(=O)(=O)N1CCOCC1	-3	0.0	-10	-1	2	-2	-0.8	-4	6	2
Cc1ccc(CNC(=O)C2CCC(=O)N2Cc2ccc(F)cc2)cc1 (centres undefined)	-4	-0.4	-6	-3	21	1	-1.5	-2	-2	9
Cc1ccc(-n2nc3ccc(NC(=O)C(C)C)cc3n2)cc1	-3	-0.5	-6	-2	-1	-3	-0.6	-1	5	-12
CC(=O)c1cc2c(cc1NC(=O)c1ccc(C)cc1)OCCO2	-2	x	-6	3	-47	-6	-1.7	-6	3	-13
CCC(C)(C)NC(=O)C(c1ccncc1)N(C(=O)Cn1nnc2ccccc21)c1cc2c(cc1C(C)=O)OCO2 (centres undefined)	-3	-2.2	-11	-1	6	-4	0.2	-1	-5	6
Cc1ccc(C)c(N2C(=O)c3cc(N4CCOCC4)c([N+](=O)[O-])cc3C2=O)c1	-4	-0.4	1	-2	x	1	1.1	3	-7	0
Cc1c(NS(=O)(=O)c2ccc(C(=O)NCc3ccccc3)cc2)c(=O)n(-c2ccccc2)n1C	1	-3.2	-4	1	2	0	-0.7	1	21	-3
CCCOc1ccc(C(=O)Nc2ccccc2[N+](=O)[O-])cc1	1	-3.6	6	-7	19	0	-0.4	-14	0	-7
CC(C)(C)OC(=O)NC1CONC1=O (centres undefined)	-2	-3.3	-8	-3	-9	-4	0.1	-2	x	-11
Next part
SMILES	CAL PDZ FP-1	CAL PDZ FP-2	Cardiac RTF inh	RTF Ca sens act	SR-BI uptake up	Keap1-Nrf2 PPI	LANA DNA inh	DAGLB inh	Rtt109 HAT inh	PKA-R2B activ
OCC1(Cc2ccccc2C(F)(F)F)CCN(Cc2ccccc2)CC1	x	-0.3	-5	5	0	-1	-1.1	-4	16	-3
COc1cc([N+](=O)[O-])ccc1NC(=O)Nc1ccc2c(c1)OCCO2	-1	11	-13	0	-97	-5	-0.2	1	0	-7
CC(C)(C)Nc1nc(Cl)nc(Nc2ccccc2)n1	-1	-1.8	1	1	-6	-2	3.2	-5	-2	-3
CCc1nc2ccccc2c(C(=O)Nc2ccc(C)cc2)c1C	-3	0.4	2	1	-27	4	1.6	-5	-7	-5
COC(=O)Cn1c(CN(C)Cc2ccccc2)nc2c1c(=O)n(C)c(=O)n2C	-16	-0.3	-4	-1	12	-3	-0.7	-1	1	-2
COc1cccc(CN(C)C(=O)CSCC(=O)Nc2cccc(C)c2)c1OC	x	-0.9	-4	-2	9	-2	1.6	-2	-3	-15
CC(C)=NOc1nc(NC(=O)NS(=O)(=O)c2ccccc2Cl)nc(N(C)C)n1	3	0.5	-12	8	21	-5	0.6	-1	1	-5
NC(=O)CSc1ncnc2c1oc1ccccc12	x	-1.6	-4	1	x	1	-0.6	1	2	-4
CCc1ccccc1NC(=O)CC(O)(C(=O)OC)C(F)(F)F (centres undefined)	-2	-3.2	-1	-3	-9	3	-0.9	2	x	7
O=C(COc1ccccc1[N+](=O)[O-])Nc1cccc(S(=O)(=O)N2CCCC2)c1	x	-0.9	2	4	-34	1	-0.7	-1	-13	-4
O=c1c2c([nH]c3ccccc13)CCCCCC2	-3	-1.0	0	-2	-2	-6	-0.7	-1	-4	2
O=C(c1ccc(Cl)c(S(=O)(=O)N2CCOCC2)c1)N1CCCCCC1	x	0.3	3	1	x	-4	-0.7	-2	1	-2
CC1(C)Cc2ccccc2C(=NC(Cc2ccccc2)C(=O)O)N1 (centres undefined)	-3	-1.9	-19	-3	22	-3	4.5	0	12	-1
CC(C)(CO)NC(=O)c1ccc2c(c1)C(=O)c1ccccc1-2	3	-1.2	-1	-6	-8	-4	-1.7	-2	1	-8
COc1ccc(C(=O)N2CCN(Cc3ccccc3C)CC2)cc1OC	-2	-1.3	-18	-3	-23	0	1.3	0	-4	-11
Cc1ccc(NC(=O)C(=O)NCCOc2ccc(Cl)cc2)c(C)c1	-3	-2.6	-5	2	13	3	1.2	-6	1	3
COC(=O)CC(=O)N1CCN(c2ccc(Cl)c(Cl)c2)CC1	-1	-0.1	-15	6	14	0	2.1	0	5	-6
O=C(CSc1nnnn1-c1cccc2ccccc12)Nc1ccc(C(=O)O)cc1	-4	0.3	-2	-7	32	-2	-1.1	0	2	-8
Cc1ccc2nc(-c3sc4nc(C)ccc4c3N)[nH]c2c1	1	-3.5	-2	4	-58	0	-1.5	1	-7	-8
CCN(CC(=O)Nc1ccc(NC(C)=O)cc1)C(=O)/C=C/c1ccccc1	-5	-2.0	-2	3	5	-3	0.9	0	-1	-4
C/C(CC(=O)c1ccccc1)=N\NC(=O)CC#N	1	-1.6	0	0	3	-4	1.3	0	-22	-5
CCOC(=O)C1=C(C)NC(=S)NC1/C=C/c1ccccc1 (centres undefined)	-1	-0.2	-9	-3	-55	-1	-0.9	0	0	-4
O=C(O)COc1ccc(S(=O)(=O)NCCc2ccccc2)cc1	-3	1.2	-1	2	x	4	-1.0	0	-4	4
CC(=O)Nc1cccc(NC(=O)CSc2ccc(-c3ccco3)nn2)c1	-3	-3.2	-1	-1	3	-4	2.1	-2	2	-10
COCCN1CC(=O)N2C(c3cccc(C)c3)c3[nH]c4ccccc4c3C[C@H]2C1=O (some centres undefined)	2	-0.9	2	0	-68	4	-2.6	-1	1	0
(cont.)
SMILES	CAL PDZ FP-1	CAL PDZ FP-2	Cardiac RTF inh	RTF Ca sens act	SR-BI uptake up	Keap1-Nrf2 PPI	LANA DNA inh	DAGLB inh	Rtt109 HAT inh	PKA-R2B activ
COc1ccc(C(=O)N/N=C\c2coc3ccccc3c2=O)cc1	x	-0.8	-7	5	16	-2	2.3	-1	6	5
CCCCN(CCCC)c1ncnc2nc[nH]c12	3	-0.5	5	-4	-7	0	-1.1	-1	3	-9
O=C(NCC1CCCO1)C1CCN(S(=O)(=O)c2cccc3nonc23)CC1 (centres undefined)	x	-6.0	-2	6	13	-4	0.7	-1	-20	-3
Cc1noc(C)c1S(=O)(=O)Nc1ccc(C(=O)N2CCN(c3ccc(Cl)cc3)CC2)cc1	-1	-2.1	-16	-11	12	-2	4.1	7	7	-2
CC(C)CCn1c(=O)c2ccccc2n2c(CN3C(=O)NC4(CCC(C)CC4)C3=O)nnc12 (centres undefined)	-3	x	-9	0	9	-6	-1.0	0	21	5
CC(C)C[C@@H](C(=O)NCC1CCCO1)N1C(=O)N2CCc3c([nH]c4ccccc34)[C@@]2(C)C1=O (some centres undefined)	2	0.6	6	10	-3	-5	1.1	-1	11	3
COC(=O)c1ccc(C2C(C(C)=O)=C(O)C(=O)N2CCO)cc1 (centres undefined)	-1	0.2	12	1	x	-8	1.3	0	-8	-7
COc1ccccc1N1CCN(C(=O)CSc2nc(C)cc(=O)[nH]2)CC1	-1	-0.5	-3	-6	22	-2	-3.3	1	-5	-9
Cc1cc(-c2nnc(SCc3cccnc3)o2)no1	-4	-0.2	-2	2	-8	-3	0.7	-2	-8	10
CC(=O)c1ccc(NC(=S)N2CCN(c3cccc(Cl)c3)CC2)cc1	-9	-0.4	-7	1	5	1	-0.6	0	-3	-7
CCOc1cc(C(=O)N2CCOCC2)ccc1OCc1ccccc1	x	0.4	-8	0	12	-3	-1.2	0	5	-3
COc1ccccc1NC(C)=[N+](C)CCNS(=O)(=O)c1ccc(Cl)cc1	0	-3.1	-12	1	28	1	2.4	-1	-2	7
Cc1cc(NC(=O)/C(C#N)=C/c2ccc(-c3cccc(C(F)(F)F)c3)o2)n(-c2ccccc2)n1	0	0.1	-3	7	-21	0	-0.3	1	-10	4
Cc1ccc(C(=O)N=c2sccn2C)cc1S(=O)(=O)N1CCOCC1	-7	1.2	8	-5	-18	3	-10	1	-12	-17

Three compounds already listed, arranged by the value under SR-BI uptake up, descending.
smiles	SR-BI uptake up
COc1ccccc1N1CCN(C(=O)CSc2nc(C)cc(=O)[nH]2)CC1	22
O=C(NCC1CCCO1)C1CCN(S(=O)(=O)c2cccc3nonc23)CC1 (centres undefined)	13
CC(C)C[C@@H](C(=O)NCC1CCCO1)N1C(=O)N2CCc3c([nH]c4ccccc34)[C@@]2(C)C1=O (some centres undefined)	-3
